hcDAF-12 act = activators of H. contortus DAF-12 nuclear receptor | HEK293 hcDAF-12 lit1-tk-luc reporter, luminescence; 0% DMSO, 100% Δ7-dafachronic acid | activation, % at 6.8 µM | actives 1.4% (n = 370,000) | AID 652067;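 active = activation above the mean of all tested compounds plus 3 SD, cut at about 5.5% in these data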;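 also: 100% = response to 3 µM Δ7-dafachronic acid high control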
PLC-beta3 inh = PLC-beta3 (human) inhibition, primary screen | Q01970 | Purified PLC-beta3, fluorogenic substrate, fluorescence | inhibition, % at 12.2 µM | actives 0.18% (n = 370,000) | AID 720704; in the data active = inhibition above about 11%;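 also: 0% = median of compound wells on plate and 100% = full blocker control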
hgDAF12 agonist = agonists of H. glycines DAF-12 nuclear receptor | activation, % at 6.8 µM | actives 1.8% (n = 370,000) | HEK293 GAL4-hgDAF12 UAS-luciferase reporter, agonist luminescence; normalized to butyrate control;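 active = activation above a cutoff set at the mean of all screened compounds plus 3 SD, cut at about 10% in these data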;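 also: 0% = DMSO wells and 100% = sodium butyrate wells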
sPLA2-III inh = Blocks human group III sPLA2 activity; actives 0.56% (n = 370,000); QFRET BODIPY PC-A2 liposome hydrolysis, fluorescence; inhibition, % at 12.2 µM; Q9NZ20; AID 743126;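 active = inhibition above mean plus 3 SD of compounds lying within the high and low control bounds, cut at about 19% in these data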;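 also: 0% = median of test compound wells and 100% = no enzyme DMSO wells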
DAX1 inh-1 = blocks DAX1 repression of SF-1 activated StAR promoter. HEK293T StAR-luciferase reporter, SF-1/DAX-1 repression relief. inhibition, % at 6.8 µM. actives 1.1% (n = 370,000). AID 652010;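 active = inhibition above the mean over all tested compounds plus 3 SD, cut at about 3.6% in these data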;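 also: 0% = DAX-1 cells with DMSO and 100% = cells lacking DAX-1 with DMSO; higher inhibition means more luminescence from relief of DAX-1 repression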
ssDAF-12 act = activators of S. stercoralis DAF-12 nuclear receptor | actives 1% (n = 370,000) | activation, % at 6.8 µM | HEK293 ssDAF-12/GRIP1 lit1-tk-luc reporter, luminescence; % of 3 µM dafachronic acid response;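 active = activation above the mean over all tested compounds plus 3 SD, cut at about 0.9% in these data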;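 also: 0% = DMSO-only wells and 100% = 3 µM delta7-dafachronic acid wells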
PLCg1 inh = PLC-gamma1 (human) inhibition, primary screen. P19174. purified PLC-gamma1, fluorogenic substrate, fluorescence. inhibition, % at 12.2 µM. actives 0.84% (n = 370,000). AID 720700; in the data active = inhibition above about 9.5%
DAX1 inh-2 = inhibits human nuclear receptor DAX1 | P51843 | HEK293 Gal4-DAX1 luciferase reporter, luminescence | inhibition, % at 6.75 µM | actives 0.99% (n = 340,000) | AID 504766;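 active = inhibition above the mean over all tested compounds plus 3 SD, cut at about 4.2% in these data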;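 also: 0% = DAX1-transfected cells with DMSO and 100% = empty-vector control cells with DMSO; inhibition shows as a rise in luminescence from relieved DAX1 repression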
ADAM17 inh = inhibits human ADAM17. recombinant ADAM17, EDANS/DABCYL FRET peptide cleavage. inhibition, % at 6.95 µM. actives 0.83% (n = 370,000). AID 720648;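 active = inhibition above the mean of compounds lying between control limits plus 3 SD, set per campaign, cut at about 8.5% in these data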;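 also: 0% = DMSO-only wells as the low control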
Target sequence (P78536 215-824 limits assumed): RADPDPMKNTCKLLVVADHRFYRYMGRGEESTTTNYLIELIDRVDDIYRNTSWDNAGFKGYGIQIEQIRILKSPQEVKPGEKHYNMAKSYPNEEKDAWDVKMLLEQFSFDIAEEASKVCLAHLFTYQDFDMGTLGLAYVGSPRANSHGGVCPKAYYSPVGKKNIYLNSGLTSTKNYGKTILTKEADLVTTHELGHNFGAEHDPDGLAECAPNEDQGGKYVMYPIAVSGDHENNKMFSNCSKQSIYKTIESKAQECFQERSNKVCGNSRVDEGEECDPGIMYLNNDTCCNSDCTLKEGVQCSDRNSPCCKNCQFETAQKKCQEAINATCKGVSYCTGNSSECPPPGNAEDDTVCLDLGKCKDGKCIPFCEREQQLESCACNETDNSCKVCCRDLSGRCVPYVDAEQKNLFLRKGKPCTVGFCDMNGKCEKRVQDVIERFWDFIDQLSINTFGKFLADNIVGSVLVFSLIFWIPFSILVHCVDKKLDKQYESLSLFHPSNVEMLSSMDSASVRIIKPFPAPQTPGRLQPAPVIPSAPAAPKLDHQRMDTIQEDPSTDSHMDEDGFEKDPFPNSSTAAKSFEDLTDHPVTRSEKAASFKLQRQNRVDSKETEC
ADAM10 inh = inhibitors of human ADAM10; AID 720582; recombinant ADAM10, EDANS/DABCYL FRET peptide cleavage, 3 h; inhibition, % at 7 µM; actives 0.62% (n = 370,000); O14672;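 active = inhibition above a per-campaign cutoff equal to the mean of compounds falling between control-based bounds plus 3 SD, cut at about 20% in these data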;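 also: 0% = DMSO wells while the 100% control is not disclosed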
GAA850 FXN act = activators of GAA850 frataxin (FXN) promoter | actives 0.56% (n = 360,000) | HEK293 lucGAA850 FXN promoter luciferase reporter, 24 h; percent of 10 µM SAHA response | AID 540364 | activation, % at 6 µM;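 active = activation above the average of all compounds screened plus 3 SD, cutoff fixed separately per campaign, cut at about 7.5% in these data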;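 also: 0% = DMSO wells and 100% = 10 µM SAHA wells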
Active calls of the source: *; nt = not tested or not shown.

Short keys – A = hcDAF-12 act; B = PLC-beta3 inh; C = hgDAF12 agonist; D = sPLA2-III inh; E = DAX1 inh-1; F = ssDAF-12 act; G = PLCg1 inh; H = DAX1 inh-2; I = ADAM17 inh; J = ADAM10 inh; K = GAA850 FXN act
#1 CC(c1ccon1)N(C)Cc1cn[nH]c1-c1ccc(-c2ccccc2)cc1 (centres undefined)
  A: 0.6	B: 4	C: -0.5	D: -8	E: 0.2	F: -0.9	G: 1	H: 0.0	I: 1	J: 4	K: 3.4

#2 Cc1nc(SCC(=O)NC2CCCC2)c2oc3ccccc3c2n1
  A: -2.8	B: 1	C: -2.2	D: -4	E: 0.7	F: -0.7	G: 2	H: 1.3	I: -1	J: -4	K: 0.8

#3 CC(C)c1csc(CN2CCC(CCC(=O)NCC3CCCO3)CC2)n1 (centres undefined)
  A: -0.2	B: -4	C: 0.3	D: 0	E: 0.1	F: -1.0	G: -1	H: -0.7	I: -2	J: -17	K: 0.2

#4 Cc1onc(-c2ccccc2)c1C(=O)N1CCN(S(=O)(=O)c2ccccc2Br)CC1
  A: -0.2	B: -11	C: -0.8	D: 0	E: -0.4	F: -1.4	G: -3	H: -1.4	I: -4	J: -6	K: -0.4

#5 CCOC(=O)/C=C/C(=O)OCC(=O)Nc1ccc(Cl)cc1Cl
  A: -0.6	B: -4	C: -3.7	D: -1	E: -0.3	F: -2.1	G: 2	H: -0.4	I: -5	J: -1	K: 3.6

#6 O=C(NCCCN1CCCC1=O)c1sc2ccccc2c1Cl
  A: -0.4	B: -6	C: 4.0	D: 3	E: 0.7	F: -0.6	G: 1	H: 0.7	I: -2	J: 9	K: 3.3

#7 COc1ccc(S(=O)(=O)NCc2cccnc2)cc1C
  A: -2.0	B: -3	C: -0.8	D: -2	E: 0.0	F: -0.9	G: -17	H: -0.1	I: 3	J: 0	K: -0.8

#8 Cc1nc(S/C(=C/c2ccc(-c3cccc(Cl)c3)o2)C(=O)O)n[nH]1
  A: 0.1	B: -3	C: -0.5	D: -9	E: 0.0	F: -1.1	G: -4	H: 0.8	I: -3	J: 2	K: 3.3

#9 CCN(CC)C(=O)C1=C(C)N(Cc2ccc(C(C)(C)C)cc2)C(=O)C(CC(=O)NCc2cccc3ccccc23)C1 (centres undefined)
  A: -2.6	B: 0	C: -1.6	D: -29	E: -0.8	F: -0.1	G: -1	H: -0.1	I: 2	J: 4	K: -1.0

#10 CNCc1cc2ccc(C)cc2[nH]c1=O
  A: 1.7	B: -120	C: -0.7	D: 2	E: 0.5	F: -0.2	G: -110	H: -0.4	I: -19	J: -60	K: 0.5

#11 Cc1csc(=O)n1CC(=O)Nc1ccc(S(C)(=O)=O)cc1
  A: 0.1	B: 0	C: 1.7	D: -2	E: 0.3	F: -1.3	G: -2	H: 0.9	I: -3	J: -1	K: 0.6

#12 CCOc1ccc(CCNC(=O)COC(=O)c2ccc3c(c2)OCCO3)cc1OCC
  A: -0.4	B: -5	C: 2.3	D: -5	E: 1.9	F: -0.6	G: 1	H: 1.0	I: 2	J: 0	K: 2.7

#13 c1cc(C(c2nnnn2C2CCCCC2)N2CCN3CCCC3C2)ccn1 (centres undefined)
  A: 0.5	B: -11	C: -0.8	D: -2	E: 0.7	F: -1.6	G: -7	H: 1.7	I: -8	J: -12	K: -2.1

#14 COc1cccc2cc(C(C)=O)oc12
  A: -1.4	B: -3	C: 1.8	D: -1	E: 0.3	F: -1.7	G: -5	H: -0.6	I: 4	J: -1	K: 1.0

#15 CC(C)N1CCC1(C)C(=O)Nc1cccc(C#N)c1 (centres undefined)
  A: 0.1	B: 4	C: -1.8	D: 3	E: -2.1	F: -0.7	G: 3	H: nt	I: 0	J: 4	K: 2.5

#16 COc1cccc(C=NCCCN=Cc2cccc(OC)c2O)c1O
  A: -0.4	B: -15	C: -1.6	D: 17	E: 0.6	F: -0.3	G: 0	H: 2.0	I: -7	J: -3	K: -0.6

#17 COc1ccc(C(=O)C2CCCN(C(=O)c3n[nH]c4c3CCCC4)C2)cc1OC (centres undefined)
  A: -2.2	B: -1	C: -3.5	D: -1	E: -0.6	F: -1.6	G: 3	H: -1.4	I: 1	J: -2	K: 6.0

#18 CC(C)(C)N(Cc1ccccc1)C(=O)c1ccncc1
  A: 1.3	B: -4	C: -1.6	D: -3	E: -0.1	F: -1.9	G: 2	H: 1.8	I: -3	J: -1	K: 0.6

#19 COc1ccc(NC(=O)c2ccc3c(c2)C(=O)N(Cc2cccnc2)C3=O)c(OC)c1
  A: -0.8	B: -2	C: 0.2	D: 6	E: -1.1	F: -0.8	G: 3	H: 0.0	I: -4	J: -6	K: -2.6

#20 Cc1ccc(S(=O)(=O)N2[C@H](CC(=O)OCc3ccccc3)OC[C@@H]2C)cc1
  A: -0.5	B: 2	C: 0.4	D: -10	E: -1.1	F: -1.5	G: -1	H: nt	I: 2	J: 7	K: nt

#21 CC1CCCCC12NC(=O)N(CC(=O)Nc1ccc(S(=O)(=O)N3CCOCC3)cc1)C2=O (centres undefined)
  A: 0.2	B: -2	C: -1.7	D: -4	E: 0.2	F: -0.9	G: 5	H: 0.4	I: -4	J: 1	K: 4.7

#22 CCCCn1c(SCC(=O)c2cc(OC)ccc2OC)nc2cc(S(N)(=O)=O)ccc21
  A: -1.5	B: -8	C: -1.6	D: -73	E: -0.9	F: -0.7	G: -6	H: -0.7	I: -18	J: -33	K: 1.4

#23 Cc1ccc(-c2nc(NCc3ccco3)n(S(C)(=O)=O)n2)cc1
  A: 1.7	B: -4	C: 3.2	D: -6	E: 1.0	F: -1.4	G: 2	H: 0.9	I: 0	J: 1	K: 3.3

#24 Cc1nc2ccc(NC(=S)NC3CCCCC3)cc2nc1C
  A: 0.6	B: -79	C: 2.7	D: 7	E: 1.4	F: -0.8	G: -74	H: 6.6*	I: -41	J: -94	K: 5.6

High-throughput results as filed in PubChem BioAssay.
